mIAP block: blocks mouse intestinal alkaline phosphatase; purified mouse IAP, CDP-Star luminescence, 30 min; inhibition, % at 10 µM; 330,000 compounds, 0.2% hits; AID 2806;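 active = inhibition of at least 40% at 10 µM in the primary screen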;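 note: plate controls were DMSO with enzyme for no effect and no enzyme wells for full effect; values of inactives mirror those of a sister screen read the other way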
MPTP block: inhibitors of mitochondrial permeability transition pore; AID 602449; isolated mouse mitochondria, Ca2+ swelling absorbance, 30 min; inhibition, % at 10 µM; 360,000 compounds, 1.4% hits;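 active = inhibition of 50% or more, scaled per plate between neutral and stimulator controls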;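 note: 0% = DMSO wells given calcium and 100% = 1 mM EGTA wells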
hIAP inh: blocks human intestinal alkaline phosphatase; P09923; purified IAP, CDP-Star luminescence, 30 min; inhibition, % at 10 µM; 330,000 compounds, 0.12% hits;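 active = inhibition reaching a set limit with compound at 10 µM in the primary screen, cut at about 35% in these data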;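 note: plate controls were DMSO wells with enzyme for no effect and no-enzyme buffer wells for full effect; values of inactives mirror those of a sister screen read the other way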
Target sequence (P09923 whole entry, looked up): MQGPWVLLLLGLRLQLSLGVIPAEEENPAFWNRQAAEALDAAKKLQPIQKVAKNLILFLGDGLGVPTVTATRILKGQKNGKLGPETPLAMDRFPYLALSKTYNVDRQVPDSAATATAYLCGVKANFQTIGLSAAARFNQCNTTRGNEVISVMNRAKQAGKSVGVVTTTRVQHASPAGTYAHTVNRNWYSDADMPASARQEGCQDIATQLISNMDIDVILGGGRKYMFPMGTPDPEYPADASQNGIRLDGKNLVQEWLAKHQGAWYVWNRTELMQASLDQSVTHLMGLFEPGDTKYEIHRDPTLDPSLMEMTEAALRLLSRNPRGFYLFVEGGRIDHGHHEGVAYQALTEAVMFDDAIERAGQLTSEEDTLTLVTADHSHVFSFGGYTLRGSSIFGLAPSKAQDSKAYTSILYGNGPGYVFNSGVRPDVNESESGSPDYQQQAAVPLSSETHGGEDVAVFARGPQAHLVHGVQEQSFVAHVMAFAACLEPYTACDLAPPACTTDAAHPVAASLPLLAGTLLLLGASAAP
ATG4B inhibitor: inhibitors of human ATG4B cysteine protease; ATG4B cleavage of LC3-PLA2, NBD-HPC fluorescence, 1 h; inhibition, % at 8.33 µM; 340,000 compounds, 0.51% hits; AID 504462; in the data active = inhibition above about 40%
mIAP act: increases mouse intestinal alkaline phosphatase activity. 330,000 compounds, 0.24% hits. muIAP, CDP-Star luminescence, 30 min; stronger effect = higher value; 1 = vehicle-only enzyme signal, 0 = enzyme-free wells. activation factor at 10 µM;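 active = activation factor of at least 2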; note: the source names both 10 and 20 µM as test concentration; values of inactives mirror those of a sister screen read the other way
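Assay system: mouse IAP enzyme; Reagent: CDP-Star chemiluminescent phosphatase substrate; Compound: DMSO-dissolved test compounds; Incubation: 30 min, room temperature; Technique: luminescence from enzymatic CDP-Star hydrolysis; Controls: DMSO-only wells and no-enzyme negative control.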
MIN6 prolif: induces beta-cell replication in MIN6 cells | MIN6 cells proliferation, ATPlite luminescence, 48 h; cells starved in 0.2% serum; 100% = growth in 10% serum | proliferation, % at 10 µM | 330,000 compounds, 0.29% hits | AID 2380;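 active = compounds whose signal lies at least 3.5 SD above the mean of all wells on their plate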;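 note: 0% = DMSO-treated cells in low-serum medium and 100% = 10% serum control; some compounds called inactive have numbers as strong as hits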
APOBEC3G inh: APOBEC3G (human) deaminase inhibition | 330,000 compounds, 0.28% hits | inhibition, % at 20 µM | AID 493012 | recombinant A3G, ssDNA deamination FAM/TAMRA fluorescence;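 active = inhibition of at least 40% at 20 µM, with no more than 30% in the related APOBEC3A deaminase screen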;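 note: plate controls were DMSO wells with A3G for no effect and wells lacking A3G enzyme for full effect; some compounds called inactive have numbers as strong as hits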
A3A deaminase: blocks human APOBEC3A ssDNA deamination; P31941; inhibition, % at 20 µM; recombinant A3A, FAM/TAMRA ssDNA deamination fluorescence; 330,000 compounds, 0.41% hits;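 active = at least 40% inhibition at 20 µM here, with at most 30% in a related deaminase screen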;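 note: plate controls were A3A with DMSO for no effect and wells lacking A3A enzyme for full effect; some results filed as inactive read as strong as hits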
Target sequence (P31941 whole entry, looked up): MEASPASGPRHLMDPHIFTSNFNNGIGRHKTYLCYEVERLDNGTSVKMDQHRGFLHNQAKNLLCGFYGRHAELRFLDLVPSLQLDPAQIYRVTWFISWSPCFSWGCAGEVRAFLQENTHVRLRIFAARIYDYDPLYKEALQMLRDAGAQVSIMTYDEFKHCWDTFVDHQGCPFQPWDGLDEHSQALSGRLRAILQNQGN
hIAP act: increases human intestinal alkaline phosphatase activity; activation factor at 10 µM; 330,000 compounds, 0.16% hits; purified human IAP, CDP-Star luminescence, 30 min; stronger effect = higher value; 1 = vehicle-only enzyme, 0 = enzyme-free background; AID 2524;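 active = activation factor of the enzyme at least 2-fold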; note: the source names both 10 and 20 µM as test concentration; values of inactives mirror those of a sister screen read the other way
Numbers without * were called inactive.

Each structure is followed by: A3A deaminase	mIAP block	MPTP block	hIAP act	hIAP inh	ATG4B inhibitor	mIAP act	APOBEC3G inh	MIN6 prolif
- COc1ccccc1C(=O)Nc1cccc(NC(=O)c2ccccc2C)c1
    -3	-10	1.2	1.1	-11	-8	1.1	1	-2
- CCCOn1c(OCC(C)C)nc2ccccc2c1=O
    1	-9	9.5	0.96	4	10	1.1	-1	-1
- O=C(CSc1ncnc2nc[nH]c12)N1CCN(c2ccccc2)CC1
    0	1	2.3	0.92	8	-1	0.99	-1	-2
- NS(=O)(=O)c1ccc(S(=O)(=O)N(CCc2ccccc2)Cc2ccccn2)cc1
    -1	-8	-0.1	1.1	-11	-9	1.1	-10	0
- Cn1c(=O)cc(OCC(=O)NCCCN2CCN(c3ccccc3F)CC2)c2ccccc21
    -2	5	-2.8	1.4	-35	1	0.95	-2	5
- COc1ccc(-n2nc(C(=O)NCC(=O)N3CCN(C)CC3)c3ccccc3c2=O)cc1OC
    -3	-2	-1.2	1.2	-19	-17	1	-4	-3
- Cc1ccn(CCC(=O)N2c3ccccc3CC2C)n1 (stereo not drawn)
    6	-4	-0.1	0.89	11	-7	1	0	-3
- CCOC(=O)C1CCCN(C(=O)CN(c2ccc(OC)cc2)S(=O)(=O)c2c(C)noc2C)C1 (stereo not drawn)
    -4	6	0.4	1.1	-12	-6	0.94	-5	-4
- CCc1ccccc1N(CC(=O)N1CCN(c2ccccc2F)CC1)S(C)(=O)=O
    5	1	2.8	0.78	22	-17	0.99	-3	-3
- N/C(=N\OC(=O)c1ccc2ccccc2c1)c1ccncc1
    -3	5	-1.5	0.98	2	-11	0.95	-4	-2
- COc1ccc(C(=O)COC(=O)C2CCCN2C(=O)C23CC4CC(CC(C4)C2)C3)cc1 (stereo not drawn)
    -1	0	18	1.1	-12	-10	0.99	-3	-1
- CCc1nnc(NC(=O)c2ccc(-c3ccccc3F)o2)s1
    0	-6	-2.5	0.97	3	-14	1.1	-4	1
- O=C1c2cc(S(=O)(=O)N(CCO)CCO)ccc2-c2ccc(S(=O)(=O)N(CCO)CCO)cc21
    3	-7	1.7	1	-3	1	1.1	-5	-1
- Cc1cc(C(=O)NC(C)C2CC2)c(Cl)cc1Cl (stereo not drawn)
    -4	-4	0.2	1.1	-6	1	1	-3	1
- N#Cc1ccc(OCC(=O)N2CCN(S(=O)(=O)c3ccc(Cl)s3)CC2)cc1
    1	4	-1.3	0.71	28	-48	0.96	-6	7
- COc1cc(/C=N/N(C)C)ccc1OC(=O)c1ccco1
    -4	-7	2.2	0.95	5	4	1.1	13	-2
- Cc1ccccc1-c1nc(Cc2ccccc2)no1
    2	6	-1.2	1.1	-5	8	0.94	-3	2
- CC(=O)Nc1ccc(OCCOc2ccc(/C=C3\C(=N)N4N=C(C(C)C)SC4=NC3=O)cc2)cc1
    -4	-2	0.5	1.1	-14	2	1	1	-1
- COc1ccc(OCC(=O)Nc2nccs2)cc1
    -1	0	0.8	1.1	-7	-4	1	-3	-2
- C/C(=N\N1CCN(c2ccccc2)CC1)c1ccccc1O
    -9	-2	-0.1	0.94	6	1	1	-7	0
- CN(C)S(=O)(=O)c1ccc(Cl)c(NC(=O)CN2CCC(Cc3ccccc3)CC2)c1
    4	-3	-3.8	1.1	-7	-7	1	-4	-5
- N#Cc1ccc(C(=O)NC2=NCCS2)cc1
    3	10	0.5	1	-3	2	0.91	-3	-1
- NS(=O)(=O)c1ccc(Nc2ncccc2[N+](=O)[O-])cc1
    2	10	0.1	0.97	3	-1	0.9	-1	0
- O=C(NN=c1c(=O)c2ccccc2c1=O)c1ccccc1
    -2	2	-0.5	1.1	-8	-13	0.98	-4	-3
- CC(OC(=O)CCN=C1NS(=O)(=O)c2ccccc21)C(=O)c1ccccc1 (stereo not drawn)
    5	-3	0.6	1	0	-4	1	-10	-1
- CCC(=O)Nc1cccc(NC(=O)c2ccc(C)c([N+](=O)[O-])c2)c1
    0	-3	-0.6	0.91	9	0	1	-2	-3
- CCNC(=S)N(Cc1cc2cc(C)c(C)cc2[nH]c1=O)C1CCCC1
    -3	3	3.8	1.2	-16	-2	0.97	-9	-2
- CCC(=O)N(CCc1ccccc1)Cc1cc2cc3c(cc2[nH]c1=O)OCO3
    4	0	-0.2	0.78	22	18	0.99	0	-2
- Cc1ccc(N(CC(=O)NC2CCCCC2)C(=O)Cn2nnc(-c3ccc(C)o3)n2)cc1
    2	-4	2.2	0.89	11	1	1	-2	1
- COc1ccc(-c2oc3ccccc3c(=O)c2OC(C)=O)cc1
    2	8	2.7	0.87	13	8	0.93	0	-6

Part of the list above, field by field.
> N/C(=N\OC(=O)c1ccc2ccccc2c1)c1ccncc1
  A3A deaminase: -3
  mIAP block: 5
  MPTP block: -1.5
  hIAP act: 0.98
  hIAP inh: 2
  ATG4B inhibitor: -11
  mIAP act: 0.95
  APOBEC3G inh: -4
  MIN6 prolif: -2
> COc1ccc(C(=O)COC(=O)C2CCCN2C(=O)C23CC4CC(CC(C4)C2)C3)cc1 (stereo not drawn)
  A3A deaminase: -1
  mIAP block: 0
  MPTP block: 18
  hIAP act: 1.1
  hIAP inh: -12
  ATG4B inhibitor: -10
  mIAP act: 0.99
  APOBEC3G inh: -3
  MIN6 prolif: -1
> CCc1nnc(NC(=O)c2ccc(-c3ccccc3F)o2)s1
  A3A deaminase: 0
  mIAP block: -6
  MPTP block: -2.5
  hIAP act: 0.97
  hIAP inh: 3
  ATG4B inhibitor: -14
  mIAP act: 1.1
  APOBEC3G inh: -4
  MIN6 prolif: 1

The listing continues.
Each structure is followed by: A3A deaminase	mIAP block	MPTP block	hIAP act	hIAP inh	ATG4B inhibitor	mIAP act	APOBEC3G inh	MIN6 prolif
- CCCN1CCN(CC(=O)Nc2nc3ccccc3s2)CC1
    -2	-1	0.4	0.97	3	-2	1	-4	-2
- N#CCSc1nc2ccccc2c(=O)n1CC1CCCC1
    0	-2	0.8	0.89	11	20	1	-3	1
- Cc1ccc2cc(CCNS(=O)(=O)c3ccc(Cl)cc3)c(=O)[nH]c2c1C
    -4	5	1.8	0.83	17	-10	0.95	-12	0
- Clc1ccccc1Nc1nc(-c2cccnc2)cs1
    -2	-12	1.1	1	-4	-7	1.1	-2	-4
- CCOC(=O)c1ccc(-n2c(=S)sc3c(=O)[nH]c(C)nc32)cc1
    6	13	6.0	1.2	-16	-3	0.87	56*	0
- O=C(COC(=O)c1n[nH]c2ccccc12)NC(=O)NC1CCCCC1
    0	3	-1.9	0.87	13	-8	0.97	1	2
- Clc1cc(Cl)cc(Nc2ncn[nH]2)c1
    -3	1	22	1.1	-13	-3	0.99	-7	-1
- O=C(CCNC(=O)c1ccco1)Nc1ccc(Cl)cc1
    -2	5	-0.9	1	-4	1	0.95	-7	0
- O=C1CC(N2CCC(c3nc4ccccc4o3)CC2)C(=O)N1c1ccc(Cl)c(C(F)(F)F)c1 (stereo not drawn)
    4	10	3.4	1.1	-11	-7	0.9	2	-5
- O=c1c2ccccc2nc2n1C(CSc1ccc(F)cc1)CS2 (stereo not drawn)
    0	-2	1.0	0.9	10	-7	1	-9	2
- CCOC(=O)N1CCN(S(=O)(=O)c2ccc(F)c(C(=O)Nc3cc(C)cc(C)c3)c2)CC1
    6	-3	0.8	1	-4	-13	1	0	-4
- O=C1CSC(=S)N1c1cccc(O)c1
    -4	7	-0.3	0.92	8	1	0.93	-9	0
- c1ccc(-c2ccc3c(n2)CCCO3)cc1
    3	-7	-0.6	0.89	12	9	1.1	-1	-2
- Cc1oc(-c2cc(F)cc(F)c2)nc1CN1CCN(C(=O)c2ccco2)CC1
    -1	-2	-0.6	1.2	-16	1	1	-7	-2
- CC(C)NC(=O)c1ccccc1NC(=O)Cc1ccc(Br)cc1
    -1	-6	-0.2	0.98	2	13	1.1	-9	-2
- Cc1ccc[n+](CC(=O)Nc2c(Cl)cc(Cl)cc2Cl)c1
    -2	-10	0.6	0.98	2	2	1.1	-8	-1
- C=C(C)Cc1c(C)c(C#N)c2nc3ccccc3n2c1N1CCCCC1
    -4	-22	17	1.1	-7	-7	1.2	-6	-1
- CC(C)(C)OC(=O)NCCCCCNC(=O)c1[nH]cnc1C(=O)N[C@@H](Cc1ccccc1)C(=O)OC(C)(C)C
    3	-15	0.4	1.4	-45	-4	1.1	-4	-6
- O=C(NCc1ccco1)c1ccc(Cn2c(=O)c3sccc3n(Cc3cccc(F)c3)c2=O)cc1
    1	3	-3.0	0.96	4	-8	0.97	1	-7
- CC(=O)Nc1nonc1-c1nc2ccccc2n1Cc1ccccn1
    1	-2	-0.7	1.1	-9	-7	1	-2	0
- Cc1ccc(NC(=O)c2sc(Cl)nc2C)c(C)c1
    -3	-1	0.2	0.91	9	-1	1	-10	0
- CCOC(=O)C1CCN(C(=O)CSc2nccc(C)n2)CC1
    1	-3	-1.9	1.1	-6	-1	1	-9	-3
- COc1ccc(-c2cc(=O)oc3cc(OCC(=O)Nc4ccccn4)ccc23)cc1
    2	4	-1.8	0.77	23	-6	0.95	1	-1
- Cc1ccc2nc(SCC(=O)NCc3cccs3)[nH]c2c1
    -2	4	-3.8	1.1	-13	-6	0.96	-8	-4
- COC(=O)CSc1nnc(-c2cccnc2)n1-c1cc(OC)cc(OC)c1
    -2	6	1.0	1.1	-11	-2	0.94	-4	1
- O=C(CN1C(=O)NC2(CCCC2)C1=O)OCCOc1ccc(F)cc1
    -4	8	-0.4	0.93	7	0	0.92	2	-6
- CC(=O)NS(=O)(=O)c1ccc(NC(=O)c2cc(-c3ccc(C)cc3)nc3ccccc23)cc1
    0	-6	-1.2	0.84	16	-5	1.1	2	1
- O=C(CSc1nccn1-c1ccc(Cl)cc1)Nc1ccc2c(c1)OCO2
    -1	-3	2.6	1.1	-5	-2	1	-4	-2
- CN1C(=O)/C(=C/c2ccc(OCc3ccc(F)cc3)cc2)NC1=S
    2	7	3.5	0.84	16	-4	0.93	6	-3
- O=C(NCCCO)c1nnc(Cc2c(F)cccc2Cl)o1
    0	-1	-1.7	1	-1	7	1	-3	-2

Reformatted as tab-separated lines: part of the list above
Molecule	A3A deaminase	mIAP block	MPTP block	hIAP act	hIAP inh	ATG4B inhibitor	mIAP act	APOBEC3G inh	MIN6 prolif
O=C1CC(N2CCC(c3nc4ccccc4o3)CC2)C(=O)N1c1ccc(Cl)c(C(F)(F)F)c1 (stereo not drawn)	4	10	3.4	1.1	-11	-7	0.9	2	-5
CN1C(=O)/C(=C/c2ccc(OCc3ccc(F)cc3)cc2)NC1=S	2	7	3.5	0.84	16	-4	0.93	6	-3
CCOC(=O)N1CCN(S(=O)(=O)c2ccc(F)c(C(=O)Nc3cc(C)cc(C)c3)c2)CC1	6	-3	0.8	1	-4	-13	1	0	-4
O=C(CCNC(=O)c1ccco1)Nc1ccc(Cl)cc1	-2	5	-0.9	1	-4	1	0.95	-7	0

Later entries:
Each structure is followed by: A3A deaminase	mIAP block	MPTP block	hIAP act	hIAP inh	ATG4B inhibitor	mIAP act	APOBEC3G inh	MIN6 prolif
- Cn1c(CNC(=O)c2ccc(Cl)cc2)nnc1SCC(=O)NC1=NCCS1
    -5	1	-2.5	1.1	-9	0	0.99	-3	-1
- O/N=C1/C2C3C(Br)C4C5CC(C1C53)C24 (stereo not drawn)
    -1	3	-0.7	1.1	-5	-1	0.97	-13	1
- CC(=O)c1cnc2n(c1=O)CCS2
    1	3	-0.3	0.88	12	9	0.97	0	1
- Cc1cc(=O)n2nc(N3CCCC3C(=O)Nc3cccc(Cl)c3C)sc2n1 (stereo not drawn)
    -5	-7	-0.4	1.3	-30	6	1.1	-11	-2
